# FID counter: displaces DNA intercalator in HCV helicase counter-screen; DNA fluorescent intercalator displacement, fluorescence; inhibition, % at 7.9 µM; 0.17% of 290,000 active; AID 1845; in the data active means inhibition above about 37%;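 further: 0% = vehicle and 100% = reference compound; higher means more ethidium bromide displaced from hairpin DNA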
# GPR7 antag: human neuropeptides B/W receptor 1 antagonism; GPR7-expressing cells, fluorescence antagonist assay; AID 1861; 1.1% of 290,000 active; P48145; inhibition, % at 4.4 µM; in the data active means inhibition above about 16%, passing the limit was not always enough;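 further: cells stimulated with the agonist NPW; 0% = agonist with vehicle and 100% = vehicle without agonist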
# Target sequence (P48145 whole entry, looked up): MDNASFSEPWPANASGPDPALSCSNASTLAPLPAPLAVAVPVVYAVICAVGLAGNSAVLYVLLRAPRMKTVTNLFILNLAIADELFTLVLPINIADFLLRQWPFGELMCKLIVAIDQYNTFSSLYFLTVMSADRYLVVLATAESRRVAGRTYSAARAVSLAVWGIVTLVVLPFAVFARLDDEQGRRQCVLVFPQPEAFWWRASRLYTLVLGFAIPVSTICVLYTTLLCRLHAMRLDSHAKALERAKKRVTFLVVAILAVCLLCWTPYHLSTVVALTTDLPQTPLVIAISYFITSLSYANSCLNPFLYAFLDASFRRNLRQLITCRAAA
# PHOSPHO1 block: inhibitors of human PHOSPHO1 phosphatase | Q8TCT1 | recombinant PHOSPHO1, absorbance phosphatase assay | inhibition, % at 13.3 µM | 1.1% of 290,000 active | AID 1565; in the data active means inhibition above about 60%
# GalR3 antag: human GalR3 antagonism. O60755. HEK293 GalR3-CNG cAMP membrane potential fluorescence; galR3 body fused to GalR1 C-terminus. inhibition, % at 3 µM. 0.44% of 360,000 active. AID 651719;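 active means inhibition above the screen-wide average plus 3 SD, cut at about 13% in these data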;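 further: forskolin and galanin both at EC90 stimulate the cells; cAMP rise reported by CNG channel membrane potential dye signal; 0% = forskolin plus galanin with DMSO and 100% = forskolin alone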
# Target sequence (O60755 1-299 limits assumed): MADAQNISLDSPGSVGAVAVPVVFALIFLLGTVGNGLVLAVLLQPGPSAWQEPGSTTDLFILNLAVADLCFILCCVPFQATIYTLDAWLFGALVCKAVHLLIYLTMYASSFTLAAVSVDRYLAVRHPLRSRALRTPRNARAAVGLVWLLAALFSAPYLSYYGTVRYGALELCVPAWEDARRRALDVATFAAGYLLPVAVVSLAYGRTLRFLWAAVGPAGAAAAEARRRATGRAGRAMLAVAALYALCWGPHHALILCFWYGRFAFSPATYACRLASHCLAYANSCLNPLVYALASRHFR
# NS3 helicase inh: inhibitors of Hepatitis C virus NS3 helicase; NS3 helicase DNA unwinding, Cy5 molecular beacon fluorescence; AID 1800; inhibition, % at 10.9 µM; 0.56% of 290,000 active;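 active means inhibition above the mean of all tested compounds plus 3 SD, set per campaign, cut at about 35% in these data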;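 further: 0% = DMSO wells and 100% = thioflavine S control wells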
#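 test system = hepatitis C virus NS3 helicase domain fragment enzyme | reagent = annealed dual-labelled DNA beacon duplex, ATP-started | times = 1 h at 25 °C | detection = Cy5 fluorescence, 0 and 60 min reads | read-out basis = percent inhibition from t60/t0 fluorescence ratio | control set = DMSO and thioflavine S | replication = one well per compound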
# IMP-1 inhibitor: inhibitors of Pseudomonas aeruginosa IMP-1 metallo-beta-lactamase. purified IMP-1, nitrocefin hydrolysis, epi-absorbance fluorescence. 0.45% of 290,000 active. inhibition, % at 5.6 µM;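 active means inhibition above the mean plus 3 SD of all compounds in the same screening run, cut at about 4.5% in these data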;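 further: 0% = IMP-1 with DMSO and 100% = DMSO wells lacking enzyme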
#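 Assay system: purified IMP-1; Quantity: IMP-1 0.2 nM before substrate addition; Medium: HEPES buffer pH 7.1 with ZnSO4 and Brij 35; Incubation: 15 min enzyme–compound preincubation, then 25 min nitrocefin reaction, 25 °C; Signal: fluorescence quenching readout, ex 480/em 530 nm; Controls: DMSO with and without IMP-1; Repeats: singlicate testing.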
# VIM-2 inhibitor: inhibitors of Pseudomonas aeruginosa VIM-2 metallo-beta-lactamase; purified VIM-2, nitrocefin hydrolysis, epi-absorbance fluorescence; inhibition, % at 5.6 µM; 0.89% of 290,000 active;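 active means inhibition above the mean of all tested compounds plus 3 SD, cutoff set per screening run, cut at about 7.5% in these data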;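 further: red hydrolysis product quenches plate fluorescence so inhibitors raise well fluorescence; 0% = enzyme with DMSO and 100% = DMSO without enzyme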
# V1aR counter: V1a receptor agonism, counter-screen for OXTR agonists. activation, % at 3 µM. 0.25% of 320,000 active. CHO-V1R cells, Fluo-8 calcium fluorescence, agonist mode; 0% DMSO, 100% 3 nM vasopressin;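 active means activation above the mean activation of all tested compounds plus 3 SD, per screening run, cut at about 20% in these data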;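 further: signal is peak over basal fluorescence ratio across a 100 second FLIPR read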
# Target sequence (P37288 whole entry, looked up): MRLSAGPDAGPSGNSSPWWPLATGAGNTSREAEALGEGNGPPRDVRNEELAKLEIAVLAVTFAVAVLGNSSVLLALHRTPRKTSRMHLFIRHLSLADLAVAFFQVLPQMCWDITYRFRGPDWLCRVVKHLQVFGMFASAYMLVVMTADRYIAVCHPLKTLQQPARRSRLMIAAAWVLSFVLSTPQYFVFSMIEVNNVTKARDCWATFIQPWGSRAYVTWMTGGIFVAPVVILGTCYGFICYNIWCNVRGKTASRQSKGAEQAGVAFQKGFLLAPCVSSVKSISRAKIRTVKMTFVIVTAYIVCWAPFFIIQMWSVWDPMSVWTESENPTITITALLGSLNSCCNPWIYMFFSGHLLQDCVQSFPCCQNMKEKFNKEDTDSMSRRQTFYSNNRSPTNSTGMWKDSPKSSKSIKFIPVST
# OXTR agonist: agonists of human oxytocin receptor | activation, % at 3 µM | CHO-OTR cells, Fluo-8 calcium fluorescence; normalized: DMSO 0%, oxytocin 100% | P30559 | AID 2435 | 0.32% of 320,000 active;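 active means activation above the mean of all tested compounds plus 3 SD, cutoff set per screening run, cut at about 20% in these data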;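 further: peak over basal fluorescence ratio from a 100 s FLIPR kinetic read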
# The depositor's hits bear a star; nt = not tested or not shown.
Compound	FID counter	GPR7 antag	PHOSPHO1 block	GalR3 antag	NS3 helicase inh	IMP-1 inhibitor	VIM-2 inhibitor	V1aR counter	OXTR agonist
COc1ccc(C(c2nnnn2CCc2ccccc2)N2CCN(C3CCCC3)CC2)cc1OC (stereo unspecified)	14	2	17	-2	-8	-1.9	-3.5	1.5	0.6
CC(=O)c1cc2c(cc1NC(=O)CSc1nc3ccc(C)cc3[nH]1)OCO2	-18	-6	-7	-1	-2	-1.8	-1.4	1.4	0.8
Cc1cc(C)c2c(NC(=S)NC(=O)c3ccccc3)n[nH]c2n1	-10	-2	29	1	7	-1.1	-2.2	2.9	2.0
O=C1C(C=NCC2CCCO2)=C(O)c2ccccc21 (stereo unspecified)	2	-9	-28	4	5	-3.4	-3.4	-0.2	1.3
COc1ccc(CCNS(=O)(=O)c2cn(C)c(=O)n(C)c2=O)cc1	-1	-1	2	nt	-2	-1.8	-3.5	2.2	-0.8
O=C(O)c1cnn(-c2nc(-c3ccc(Cl)cc3)cs2)c1C(F)(F)F	-21	12	6	-8	-2	-2.9	-2.8	1.1	-1.4
Cn1c(C(=O)NCCN2CCCCCC2)cc2c(=O)n(C)c3ccccc3c21	8	-10	-3	-2	-22	-0.8	19*	1.1	0.7
CCCC12CN3CC(C)(CN(C1)C3c1ccc(OC(C)C)cc1)C2=O (stereo unspecified)	0	-13	-24	5	3	-7.5	-3.0	-0.6	0.8
Cn1c(=O)c2c(nc(SCc3ccccc3)n2Cc2ccc(Cl)cc2)n(C)c1=O	1	-21	-14	-6	3	-2.1	0.3	1.1	0.1
COc1cc(/C=C/C(=O)N2CCN(c3n[nH]c(=O)[nH]c3=O)CC2)cc(OC)c1OC	-15	-12	4	2	0	-2.9	-4.0	8.5	0.2
Cc1c(C(=O)N2CCCC2)sc(NC(=O)c2ccc(Cl)cc2)c1C#N	-6	8	-5	-6	5	-1.2	0.0	2.6	1.1
CCC(C(=O)OC)n1c(-c2ccccc2)nc2ccccc2c1=O (stereo unspecified)	-8	-8	6	-6	1	-4.4	-1.0	-1.9	-2.5
Cc1ccccc1CS(=O)(=O)Cc1ccc(C(=O)NC2CCCC2)o1	-21	-6	24	0	-1	1.0	1.7	2.9	1.7
CC12CCC(c3c1nc1ccccc1[n+]3[O-])C2(C)C (stereo unspecified)	0	-6	0	-1	-8	-2.8	-0.6	0.8	-0.5
CCc1ccc(OCC(=O)OC(C)C(=O)NC2CC2)cc1 (stereo unspecified)	-9	-26	48	-5	6	-1.4	-2.5	3.4	1.1
COC(=O)CS(=O)(=O)c1cccc2cccnc12	-2	-14	30	-4	5	-5.3	-0.3	2.1	0.2
CC(C)(C)c1ccc(C(=O)C2CCCN(C(=O)CCn3cncn3)C2)cc1 (stereo unspecified)	-48	-6	25	-1	-2	-2.9	-3.6	6.0	0.5
O=C(CSc1nncn1-c1ccccc1)Nc1ccccc1F	-17	4	37	-6	2	0.0	-0.2	-0.5	0.6
CCN(CC)C(=O)CCCC(=O)N(CC)CC	-3	0	36	1	-2	-3.1	-5.4	0.4	1.4
S=C(Nc1ccc2c(c1)OCO2)N1CCN(Cc2ccco2)CC1	-3	-17	23	1	-3	-1.3	-0.2	-0.8	-0.1
Cc1ccc(-n2c(N)c(C#N)c(-c3ccc(Cl)cc3)c(C#N)c2=O)cc1	2	-1	23	3	11	-2.1	-1.0	24*	29*
Cn1c(=O)n(C)c2cc(S(=O)(=O)Nc3ccccc3)ccc21	0	-7	26	-4	11	-2.2	-3.1	3.3	2.6
O=[N+]([O-])/C(N=Nc1ccccc1)=N\Nc1ccccc1	-4	-10	26	-1	-3	-1.4	0.5	-0.6	0.7
COc1ccccc1N1CC(C(=O)Nc2ccc3c(c2)OCO3)CC1=O (stereo unspecified)	3	-8	32	1	9	-2.3	-1.6	0.4	-1.1
c1ccc(C(c2nnnn2C2CCCC2)N2CCN(c3ccccc3)CC2)cc1 (stereo unspecified)	-7	1	1	-1	-9	-1.5	-1.8	-0.8	-1.7
COc1cc(OC)cc(C(=O)Nc2ccc3c(c2)COC3=O)c1	-7	-10	7	-1	1	-1.7	-2.9	0.0	0.4
CCSc1ncnc2c1oc1ccccc12	-3	0	-10	3	3	-0.9	-1.2	-0.4	-0.6
O=C(OCCN1CCCCC1)c1cccc(F)c1	-1	-5	nt	-7	6	-5.1	-3.0	0.0	0.7
COc1ccc(OC(=O)CCN2C(=O)C3C4C=CC(C4)C3C2=O)cc1 (stereo unspecified)	-9	-9	27	0	-2	-0.7	0.2	-0.4	-0.6
CC(C)CC(=O)NC1(C(F)(F)F)C(=O)Nc2c1c(=O)n(C)c(=O)n2C (stereo unspecified)	-2	-7	25	2	0	-4.1	-1.6	-0.5	-0.2
COc1ccc(NC(=O)C2CCCN2C(=O)NCc2ccccc2)cc1 (stereo unspecified)	-3	-1	16	2	-3	-1.6	-0.2	0.5	-0.6
COc1ccc(C2C(=O)N(C3CCCCC3)CC(=O)N2CC2COc3ccccc3O2)cc1 (stereo unspecified)	-12	0	9	-8	5	-3.6	1.0	-0.3	-1.0
Fc1cccc2sc(Nc3nc4c(F)cccc4s3)nc12	3	-1	-16	-3	0	0.2	0.4	-0.2	1.7
Cc1c(C(=O)NCC2CCCO2)oc2ccc(S(=O)(=O)N3CCCCC3)cc12 (stereo unspecified)	-22	0	-16	2	9	0.9	1.2	2.7	5.0
COC(=O)c1sc(NC(=O)c2ccco2)c(C#N)c1C	-2	-5	-10	-6	6	-2.8	-2.5	2.7	3.3
c1ccc(Nc2scc(-c3ccccc3)[n+]2Cc2ccco2)cc1	-2	-4	-107	-5	-9	-2.5	-3.1	-0.6	-0.9
NC(=O)C1CCN(Cc2nc3c(Br)cc(Br)cc3c(=O)[nH]2)CC1	-3	-8	12	0	-3	-6.6	-1.7	0.1	0.7
O=C(NC1CCCc2ccccc21)C(Cc1ccccc1)NS(=O)(=O)c1cccs1 (stereo unspecified)	-27	11	-14	-8	-9	-1.7	-5.3	-0.9	-2.5
Cc1nc2nc[nH]n2c(=O)c1CCOC(=O)c1ccccc1F	-1	-10	40	-1	7	-1.4	-0.3	0.9	1.5
CC(/C=C1\N=C(SCc2ccccc2Cl)SC1=O)=C\c1ccccc1	-4	-1	-19	-10	18	-3.1	-2.0	0.0	-0.4
COc1ccccc1NC(=O)CC(=O)Nc1ccccc1OC	-12	-9	nt	-11	-13	-2.5	-1.4	1.6	0.6
COc1ccc2oc(=O)c(C(=O)NCc3ccc4c(c3)OCO4)cc2c1	-1	3	-32	-1	-1	-0.7	-3.3	0.1	-0.1
CCCS(=O)(=O)N1CCCC(c2nc(-c3cccc(OC)c3)no2)C1 (stereo unspecified)	-20	-8	17	-8	0	-2.9	-2.2	0.1	-1.2
CN(C(=S)NC(=O)c1ccc(Br)o1)c1ccccc1	0	8	-2	2	-3	-0.9	-5.0	-0.7	-0.8
COc1ccc(NC(=O)C(C)N2c3cccc4cccc(c34)S2(=O)=O)c(OC)c1 (stereo unspecified)	-30	-14	40	-7	-9	-3.4	1.2	0.0	0.7
COc1ccc(NC(=O)Nc2ccc3nc(C)c(C)nc3c2)cc1	-5	-6	9	-3	-4	-2.9	-0.6	2.5	1.8
CCCCCCNc1cc2n(c(=O)n1)CCc1cc(OC)c(OC)cc1-2	-17	-9	14	7	-5	-0.6	-0.4	-0.8	-1.6
Cn1cnc(S(=O)(=O)N2CCN(c3cccc(Cl)c3)CC2)c1	-17	1	8	-2	-1	-0.5	-3.2	3.1	3.7
Cc1ccc(Nc2nc(C(=O)N3CCC(C(=O)NCc4ccccc4)CC3)cs2)cc1	-46	-16	26	-6	-7	-6.3	-1.2	3.8	2.6
COCc1cc(C)nc(OCC(=O)N/N=C\c2cc(C)n(-c3cccc(C(F)(F)F)c3)c2C)c1C#N	-20	-4	10	-5	7	-4.6	-1.4	-0.4	-2.1
O=C(N/N=C/c1ccc([N+](=O)[O-])o1)c1cn(-c2ccccc2)nc1-c1ccccc1	0	-8	-8	-1	17	-1.7	-1.6	-0.6	0.0
CCCCNC(=O)c1cc2cc(OC)ccc2[nH]1	-4	-2	40	-4	8	-2.5	-3.3	-0.6	-1.9
C/C(=N\NS(=O)(=O)c1ccccc1)c1ccc2c(c1)OCCO2	-1	-13	-17	1	-1	-3.5	-2.7	0.8	-1.1
CN(C)S(=O)(=O)c1ccc(NC(=O)CN2CCCCCC2)cc1	-4	2	-148	-8	-3	-3.3	-0.6	-0.4	0.0
O=C(Cc1ccccc1)NC(NC(=O)Cc1ccccc1)c1cccc([N+](=O)[O-])c1	-2	-16	13	-3	18	-4.1	-3.3	0.6	-1.5
CC(C)CCNC(=O)C1CCN(C(=O)N(C)C)CC1	0	-1	-2	-10	-2	-1.0	-1.2	1.4	0.6
Cc1ccc(NC2=C(Cl)C(=O)OC2OC(=O)c2ccco2)cc1 (stereo unspecified)	-1	3	-4	-3	-4	-2.2	-1.6	3.8	3.5
C/C(=N\OCc1nc2ccccc2c(=O)n1/N=C/c1cc([N+](=O)[O-])ccc1O)c1ccccc1	-9	-15	37	6	-6	-3.5	-4.1	13	8.9
O=C(O)C1CC(=O)N(Cc2ccc3c(c2)OCO3)C1 (stereo unspecified)	2	-6	-18	nt	2	0.1	-1.1	-0.3	0.1
Cn1nnnc1SCC(=O)C(C)(C)C	1	-12	4	-8	-3	-3.1	-2.8	0.8	0.4

# The listing continues.
Compound	FID counter	GPR7 antag	PHOSPHO1 block	GalR3 antag	NS3 helicase inh	IMP-1 inhibitor	VIM-2 inhibitor	V1aR counter	OXTR agonist
CCc1ccc(NC(=O)CCCN2C(=O)C3CC=CCC3C2=O)cc1 (stereo unspecified)	-22	4	8	-1	-3	-2.0	0.2	1.2	-0.7
CC1CCCCN1CCCNC(=O)c1cc(Br)c(Br)[nH]1 (stereo unspecified)	7	-12	35	0	8	-0.8	-1.9	0.1	1.2
Cc1ccc(-c2nnn(CC(=O)N(Cc3ccco3)C(C(=O)NC3CCCC3)c3cccs3)n2)o1 (stereo unspecified)	-29	-6	16	-1	-4	-2.8	-3.6	-0.2	-1.6
COCc1cc(=O)[nH]c(Nc2nc(C)c3ccccc3n2)n1	-11	-9	13	-6	2	-2.2	3.6	-0.8	0.1

# 3 entries already listed, sorted by length of the SMILES, lowest first:
Compound	FID counter	GPR7 antag	PHOSPHO1 block	GalR3 antag	NS3 helicase inh	IMP-1 inhibitor	VIM-2 inhibitor	V1aR counter	OXTR agonist
COC(=O)c1sc(NC(=O)c2ccco2)c(C#N)c1C	-2	-5	-10	-6	6	-2.8	-2.5	2.7	3.3
CC(/C=C1\N=C(SCc2ccccc2Cl)SC1=O)=C\c1ccccc1	-4	-1	-19	-10	18	-3.1	-2.0	0.0	-0.4
Cc1ccc(-c2nnn(CC(=O)N(Cc3ccco3)C(C(=O)NC3CCCC3)c3cccs3)n2)o1 (stereo unspecified)	-29	-6	16	-1	-4	-2.8	-3.6	-0.2	-1.6

# Source: PubChem BioAssay (several laboratories)

# Rows are unselected. Share with any hit: about 4.3%.
